Gli-Sufu block = Gli-Sufu pathway antagonists, primary screen, luciferase luminescence, Sufu-KO-LIGHT cells, uHTS; Sufu-KO-LIGHT fibroblasts, Gli luciferase reporter luminescence; inhibition, % at 5 µM; actives 0.74% (n = 340,000);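 active means inhibition above about 55%, limit read from the data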;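 further: 0% = DMSO-treated cells and 100% = wells with medium but no cells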
697 NFkB inh = inhibitors of PMA/ionomycin-induced NF-kB reporter, 697 cells, primary screen, B-cell NF-kB inhibitor project, cell-based, luminescence, uHTS. 697 B-cell NF-kB luciferase reporter, 16 h. actives 0.33% (n = 330,000). inhibition, % at 4 µM; in the data active means inhibition above about 35%
Mdm2 MdmX PPI = inhibitors of human Mdm2-MdmX association, primary screen, cell-based, luminescence, split luciferase, SaOS-2, uHTS; SaOS-2 split-luciferase Mdm2/MdmX complementation; inhibition, % at 8 µM; actives 3% (n = 330,000);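 active means inhibition of at least 50% at 8 µM in the primary screen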
Target sequence (O15151 whole entry, looked up): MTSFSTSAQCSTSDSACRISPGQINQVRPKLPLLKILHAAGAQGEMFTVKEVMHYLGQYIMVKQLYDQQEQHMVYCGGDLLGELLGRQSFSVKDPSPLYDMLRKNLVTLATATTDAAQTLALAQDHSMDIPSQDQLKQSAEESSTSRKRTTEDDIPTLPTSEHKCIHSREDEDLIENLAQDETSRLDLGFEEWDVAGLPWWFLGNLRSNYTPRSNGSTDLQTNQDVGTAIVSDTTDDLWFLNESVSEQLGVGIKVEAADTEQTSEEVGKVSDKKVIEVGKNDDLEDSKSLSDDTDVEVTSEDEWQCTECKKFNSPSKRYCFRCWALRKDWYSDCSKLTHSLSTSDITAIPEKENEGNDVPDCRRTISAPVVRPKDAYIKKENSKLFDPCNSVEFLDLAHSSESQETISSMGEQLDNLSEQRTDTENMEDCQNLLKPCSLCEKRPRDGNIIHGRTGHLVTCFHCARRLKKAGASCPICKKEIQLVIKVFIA
Target sequence (Q00987 whole entry, looked up): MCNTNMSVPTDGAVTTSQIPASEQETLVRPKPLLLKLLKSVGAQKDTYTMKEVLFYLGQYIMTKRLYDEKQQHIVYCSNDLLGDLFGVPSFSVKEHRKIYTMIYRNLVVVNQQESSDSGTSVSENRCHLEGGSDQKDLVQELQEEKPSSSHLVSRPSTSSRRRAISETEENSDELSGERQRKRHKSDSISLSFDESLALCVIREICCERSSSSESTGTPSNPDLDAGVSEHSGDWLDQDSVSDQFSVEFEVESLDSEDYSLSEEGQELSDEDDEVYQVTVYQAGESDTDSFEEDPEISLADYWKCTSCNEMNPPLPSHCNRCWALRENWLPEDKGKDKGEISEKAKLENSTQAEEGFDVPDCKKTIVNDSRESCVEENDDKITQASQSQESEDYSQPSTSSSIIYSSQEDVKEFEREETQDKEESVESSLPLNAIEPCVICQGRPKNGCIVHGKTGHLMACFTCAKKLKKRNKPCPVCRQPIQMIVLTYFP
UPR CHOP act = activators of apoptotic CHOP UPR arm, primary screen, cell-based, CHO-CHOP luciferase reporter, luminescence, uHTS | actives 0.34% (n = 330,000) | UPR activation; percent of tunicamycin response over DMSO baseline | activation, % at 10 µM;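 active means at 10 µM dose, activation of 40% or more, normalized to positive control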;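 further: 100% = tunicamycin at 10 µg/mL and 0% = DMSO alone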
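System: CHO CHOP reporter cells. Amount: 500 cells per well. Buffer or medium: F12 medium, 10% FBS. Compound dosing: one dose, 10 µM in 0.5% DMSO. Incubation: 6 h compound exposure at 37 °C after overnight seeding. Technique: Steady-Glo luciferase luminescence. Benchmarks: tunicamycin and DMSO controls.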
Jurkat NFkB inh = inhibitors of induced NF-kB luciferase reporter, primary screen, TCR NF-kB activation inhibitor project, cell-based, luminescence, uHTS; actives 0.53% (n = 330,000); AID 435003, 2010; Jurkat, PMA/ionomycin-induced NF-kB luciferase reporter; inhibition, % at 4 µM; in the data active means inhibition above about 50%
CCR6 antagonist = CCR6 receptor antagonists, primary screen, cell-based, CHO-K1, luminescence, beta-arrestin, uHTS; CHO-K1 CCR6 PathHunter beta-arrestin, CCL20-stimulated; actives 0.49% (n = 340,000); inhibition, % at 20 µM;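 active means compounds whose inhibition of the agonist-driven luminescence signal at 20 µM reaches about 50%, limit read from the data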;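 further: cells stimulated with CCL20 at 14 nM final; plate controls were DMSO with CCL20 for no effect and DMSO without agonist for full effect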
XBP1 UPR activ = activators of adaptive XBP1 UPR arm, primary screen, cell-based, CHO-XBP1 luciferase reporter, luminescence, uHTS; IRE1-XBP1 UPR activation; percent of tunicamycin response, DMSO as zero; activation, % at 20 µM; actives 0.33% (n = 330,000);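 active means versus positive control, 20 µM dose yields 30% or more activation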;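 further: 100% = tunicamycin at 10 µg/mL and 0% = DMSO only wells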
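Material: CHO cell line with stable XBP1 luciferase reporter; buffer or medium: F12 medium containing 10% fetal bovine serum; compound: single point, 20 µM final compound, 1% DMSO; incubation: 6 h treatment, 37 °C; measured by: glow luminescence from Steady-Glo reagent; evaluation: activation, % of tunicamycin; control set: tunicamycin high, DMSO low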
EBI2 antag = EBI2 receptor antagonists, beta-arrestin recruitment, primary screen, cell-based, luminescence, 7a,25-OHC stimulation, uHTS; actives 0.81% (n = 360,000); G-protein coupled receptor 183 (Homo sapiens), P32249; AID 651636, 2012; 7a,25-OHC stimulated; inhibition, % at 5 µM; in the data active means inhibition above about 38%;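 further: enzyme fragment complementation signal reports receptor beta-arrestin coupling in cells; 0% = agonist plus DMSO wells and 100% = wells without agonist; some results beyond the cut were filed as inactive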
CXCR6 block = CXCR6 receptor inhibitors, primary screen, cell-based, beta-arrestin, luminescence, CHO-K1 PathHunter, 1536-well. C-X-C chemokine receptor type 6 (Homo sapiens), O00574. inhibition, % at 20 µM. actives 0.36% (n = 360,000); in the data active means inhibition above about 34%, passing the limit was not always enough;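 further: antagonist mode with CXCL16 agonist at 10 nM final; 0% = 10 nM CXCL16 with DMSO and 100% = unstimulated wells without agonist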
* hit, by the source's call; nt = not tested or not shown.

Preview (four entries):
SMILES,Gli-Sufu block,697 NFkB inh,Mdm2 MdmX PPI,UPR CHOP act,Jurkat NFkB inh,CCR6 antagonist,XBP1 UPR activ,EBI2 antag,CXCR6 block
CC(C)[C@H](NS(=O)(=O)c1ccccc1)C(=O)OCC(=O)Nc1ccc2c(c1)OCO2,5,13,13,-0.3,-1,8,0,-6,-7
Cc1cccc(-n2cc(C#N)c(=O)[nH]c2=O)n1,0,8,22,3.1,2,-18,-2,-2,-1
Cc1cc2cc(C)c3nnc(SCC(=O)NCc4ccco4)n3c2cc1C,10,8,26,4.6,15,6,1,-3,-4
CCN=c1scc(-c2ccc(F)cc2)n1/N=C/c1ccccn1,-13,-167,-175,2.7,-92,12,10,-7,-2

The listing, from the first entry:
SMILES,Gli-Sufu block,697 NFkB inh,Mdm2 MdmX PPI,UPR CHOP act,Jurkat NFkB inh,CCR6 antagonist,XBP1 UPR activ,EBI2 antag,CXCR6 block
CC(C)[C@H](NS(=O)(=O)c1ccccc1)C(=O)OCC(=O)Nc1ccc2c(c1)OCO2,5,13,13,-0.3,-1,8,0,-6,-7
Cc1cccc(-n2cc(C#N)c(=O)[nH]c2=O)n1,0,8,22,3.1,2,-18,-2,-2,-1
Cc1cc2cc(C)c3nnc(SCC(=O)NCc4ccco4)n3c2cc1C,10,8,26,4.6,15,6,1,-3,-4
CCN=c1scc(-c2ccc(F)cc2)n1/N=C/c1ccccn1,-13,-167,-175,2.7,-92,12,10,-7,-2
O=c1[nH]c(CN2CCN(c3ccc([N+](=O)[O-])cc3)CC2)nc2ccsc12,-2,-5,11,-0.8,11,10,2,-14,1
COc1ccccc1NC(=O)COc1coc(CN2CCN(c3ccccc3)CC2)cc1=O,-14,-14,28,1.9,8,10,-1,-6,-11
Cc1cccc(NC(=S)NC2CCSc3ccccc32)c1 (stereo not drawn),-11,11,11,-0.8,7,7,-3,7,-3
CN(CC(=O)Nc1ccc(Cl)c(S(=O)(=O)N2CCOCC2)c1)C(=O)c1ccc(C#N)cc1,-1,11,-7,-0.4,8,11,-1,1,-6

2 compounds drawn at random from the list so far, as already listed:
SMILES,Gli-Sufu block,697 NFkB inh,Mdm2 MdmX PPI,UPR CHOP act,Jurkat NFkB inh,CCR6 antagonist,XBP1 UPR activ,EBI2 antag,CXCR6 block
COc1ccccc1NC(=O)COc1coc(CN2CCN(c3ccccc3)CC2)cc1=O,-14,-14,28,1.9,8,10,-1,-6,-11
Cc1cccc(NC(=S)NC2CCSc3ccccc32)c1 (stereo not drawn),-11,11,11,-0.8,7,7,-3,7,-3

Following part:
SMILES,Gli-Sufu block,697 NFkB inh,Mdm2 MdmX PPI,UPR CHOP act,Jurkat NFkB inh,CCR6 antagonist,XBP1 UPR activ,EBI2 antag,CXCR6 block
COc1ccc(OC)c(S(=O)(=O)n2cnc3ccccc32)c1,-8,-28,41,3.8,29,-4,-2,9,1
Nn1c(SCc2cccc(Br)c2)nnc1-c1ccncc1,6,-3,-6,0.8,3,13,0,-2,-13
COc1cccc(CN2CCN(c3ncccn3)CC2)c1OC,6,3,-17,1.1,3,8,-5,8,8
CC(C)C[C@H](NC(=O)c1nc[nH]c1C(=O)NC(c1ccccc1)c1ccccc1)C(=O)OCc1ccccc1,-7,14,51*,3.9,24,6,1,-3,-7
Cc1nn(C)c(N)c1[N+](=O)[O-],2,5,-24,0.1,3,-2,-1,-2,-5
c1ccc(OCc2nc3ccccc3[nH]2)cc1,-60,-71,-26,4.3,-49,2,2,7,-6
O=C(CC1C(=O)NCCN1Cc1cccc(Oc2ccccc2)c1)NCCc1cscn1 (stereo not drawn),6,-14,-19,-2.0,-14,-8,2,-12,6
CC1=CCC2COC(c3ccc[n+](Cc4ccccc4)c3)C1C2 (stereo not drawn),25,-5,18,0.4,16,-4,-3,-10,-2
COc1cccc(NC(=O)c2ccccc2)c1,-36,-40,-29,5.4,-58,-2,3,-1,-5
COC(=O)c1ccc(OCC(O)CN2CCN(C(=O)c3ccco3)CC2)cc1 (stereo not drawn),4,-19,-19,1.3,-42,-1,0,-3,-12
O=C(CNCC1CCCO1)Nc1ccccc1N1CCOCC1 (stereo not drawn),3,13,5,0.0,11,-5,0,-7,-3
Cc1oc(S(=O)(=O)N2CCCCC2)cc1NC(=O)Nc1ccccc1,4,3,-5,-0.8,-5,21,-3,-3,-2
Cc1c(NC(=S)Nc2ccc(Cl)cc2)c(=O)n(-c2ccccc2)n1C,-2,17,-5,0.5,16,13,1,-9,0
COc1ccc(Cc2nn3c(-c4ccccc4OC)nnc3s2)cc1,9,4,19,-2.2,-11,4,-2,1,-1
C/C(N)=C(/C#N)C(=O)COC(=O)COc1ccc(Cl)cc1C,1,-27,-5,-0.6,0,-13,0,0,-3
CN(C)CCCN(C(=O)c1cc(-c2cccs2)nc2ccccc12)c1nc2c(F)cccc2s1,12,-3,57*,3.0,-2,11,1,0,14
CCC(C(=O)NCc1cccc(C)c1)n1nc(C)c2c(C)n(-c3ccccc3)nc2c1=O (stereo not drawn),2,-10,29,2.8,13,25,-4,10,-3
COc1cccc(/C=N/Nc2ncnc3c2[nH]c2ccc(C)cc23)c1OC,-8,-50,42,4.0,-4,7,7,17,-6
Cc1ccccc1-n1c(=S)[nH]c2nc3c(cc2c1=O)COC(C)(C)C3,0,10,-14,0.2,-2,21,0,2,8
CCOC(=O)c1c(NC(=O)/C=C/C(=O)O)sc(C)c1-c1ccc(C(C)(C)C)cc1,3,32,87*,19,-2,11,47*,-3,0
O=C(C1CCCN(S(=O)(=O)c2ccc(F)cc2)C1)N1CCCCC1 (stereo not drawn),-14,-4,9,0.1,-7,7,-3,-2,1
CC(C)(C)S(=O)(=O)N1Cc2ccc(CO)cc2[C@@H]1CCO,-3,nt,nt,nt,nt,2,nt,-7,5
Cc1ccc(S(=O)(=O)N2CCOCC2)cc1NC(=O)CSc1nc2ccccc2c(=O)n1Cc1ccccc1,-8,-102,30,3.6,-5,13,0,4,-2
OCCSc1nncn1/N=C/c1c[nH]c2ccccc12,-3,14,7,0.8,5,5,-1,-12,5
O=C(CCCN1C(=O)/C(=C/c2ccccc2)SC1=S)Nc1cccc(O)c1,4,17,100*,-0.3,3,13,-2,5,-8
CC1Sc2ccc(S(=O)(=O)NCCc3ccc(Cl)cc3)cc2NC1=O (stereo not drawn),-9,-19,3,1.8,2,-12,-2,-5,-13
CCCCCOc1ccc(C2C(C(=O)c3ccc(C)o3)=C(O)C(=O)N2c2cc(C)on2)cc1 (stereo not drawn),4,-8,19,2.8,-12,3,-3,-5,-6
CCCCCNc1nc(-c2ccccc2)cs1,nt,-142,-106,0.9,-94,nt,-5,nt,nt
O/N=C(\c1ccccc1)c1nccc2ccccc12,-5,6,13,2.9,14,16,-3,-1,6
COc1ccc(-c2c(C)cc3oc(=O)cc(-c4ccccc4)c3c2C)cc1,5,3,-9,1.1,nt,31,-5,22,17
Fc1ccc(NC(=S)N2CCn3cccc3C2c2cccnc2)cc1 (stereo not drawn),4,5,-1,1.1,-1,-3,-1,4,-4
Cc1ccc(NC(=O)CN(C)CC(=O)Nc2ccccc2Oc2ccccc2)cc1,7,-11,8,1.5,-6,13,0,4,8
Cc1ccc(S(=O)(=O)CCC(=O)Nc2nnc(-c3ccc(F)cc3)o2)cc1,-4,16,16,1.1,10,-1,1,1,5
O=C(COc1ccc(F)cc1)Nc1ccc(-n2cnnn2)cc1,12,7,4,-0.7,21,-2,2,7,8
COc1ccc(/C=N/NC(=O)c2cc(-c3ccccc3)nc3ccccc23)c(C(=O)O)c1OC,13,2,12,1.3,5,8,-6,-4,0
Cc1cccc(N2CCN(C(=O)c3cccc(NC4=NC5CS(=O)(=O)CC5S4)c3)CC2)c1C (stereo not drawn),-1,18,31,-1.2,18,12,-2,1,-2
Cc1ccc(NC(=O)NCc2ccc3[nH]c(C)cc3c2)cc1,-8,10,39,0.2,13,3,3,6,2
CCN(CC(=O)NCc1ccc(Cl)cc1)Cc1cc(=O)n2ccsc2n1,-3,21,-18,0.0,-8,-5,0,7,-3
O=C(Nc1ccc(F)c(Cl)c1)Nc1ccc(Cl)cn1,-12,-11,48,0.8,-14,6,0,-3,-2
O=C(Nc1ccccc1)C1CC(O)CN1S(=O)(=O)c1ccc([N+](=O)[O-])cc1 (stereo not drawn),-7,17,-8,-1.4,-3,-18,-1,-5,-15
COc1ccc(-c2coc3c(C)c4oc(=O)c(CC(=O)O)c(C)c4cc23)cc1,11,3,21,1.6,7,-2,-4,1,4
Cc1ccccc1C(=O)c1cccn1CC(=O)NC(C)CCc1ccccc1 (stereo not drawn),17,-1,6,-0.2,-7,15,-2,6,-2
CC(C)c1ccc(C(=O)NCCCN2CCOCC2)cc1,-12,-4,-12,2.7,-44,-2,0,3,-2
Cc1cc(C)cc(N(C(=O)c2nsc(Cl)c2Cl)C(C(=O)NC2CCCC2)c2ccc(O)cc2)c1 (stereo not drawn),5,35,19,2.0,8,7,2,24,13
Cc1ccc(N2CC(C(=O)NCc3ccc4c(c3)OCO4)CC2=O)cc1C (stereo not drawn),0,5,22,-2.2,12,8,-2,6,-5
O=C(NCCO)c1cc2ccccc2c(=O)s1,-1,9,18,0.4,-5,-12,-2,4,-1
O=C(Nc1ccccc1F)C1CCCC1,5,1,-2,1.3,-10,0,-1,-7,4
COc1cccc(C(=O)/C=C/Nc2ccc(S(=O)(=O)Nc3cc(OC)nc(OC)n3)cc2)c1,-12,10,21,1.3,20,1,2,0,3
COc1ccc(C(=O)Nc2ccc(Cl)cc2C(=O)NCc2ccco2)cc1,4,-42,30,-0.2,52*,10,2,12,-4
O=C(CS(=O)(=O)c1ccc(F)cc1)Nc1nnc(-c2cccs2)o1,1,18,2,3.5,17,-7,-1,-11,2
O=C(Cc1ccc([N+](=O)[O-])cc1)Nc1ccc2c(c1)C(=O)NC2=O,-6,-1,15,-1.4,-9,18,-3,8,-3
O=C(CN1C(=O)c2ccccc2C1=O)OCC(=O)N1CCN(c2ccccc2)CC1,-5,14,-2,1.2,3,-9,2,-4,-8
COc1ccc(C2=NN(C(=S)Nc3ccccc3)C(c3ccccc3)C2)cc1 (stereo not drawn),9,-12,8,1.0,-24,8,-1,1,3
COc1ccc(S(=O)(=O)N2CCOCC2)cc1NC(=O)c1ccccc1C,-4,-4,20,1.4,-4,5,-7,4,-1
CC(C)OC(=O)CSc1nnc(-c2ccco2)n1N,-4,-43,-5,2.7,-2,8,1,-6,-5
O=C(Nc1ncnc2sc3c(c12)CCCCC3)c1ccco1,-17,-2,17,-1.1,-5,-31,0,-6,2
COc1ccc(C(C)=O)cc1COc1cc(C)c(Cl)c(C)c1,7,5,20,1.2,2,8,1,14,-2

Bioassay records (PubChem)
